# Assay outcomes: PubChem BioAssay, several laboratories
# Cardio protect = cardioprotection against H2O2-induced cell death, primary screen, uHTS, H9c2 cells, ATPLite luminescence; H9c2 cardiomyocytes, H2O2 injury protection, 2 h; protection from H2O2 cell death, % at 20 µM; hit rate 0.63% among 360,000; AID 588492, 2011;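 active means compounds giving at least 50% protection of heart cells from peroxide-induced death in the single-dose screen, raw or plate-pattern-corrected value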;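 further: 0% = DMSO wells with peroxide and 100% = DMSO wells without peroxide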
# MC4R barr agon = MC4R agonists recruiting beta-arrestin, primary screen, cell-based, luminescence, agonist arm of biased-ligand search. hit rate 0.98% among 360,000. activation, % at 8.9 µM. U2OS MC4R beta-arrestin complementation; percent of melanotan II response, DMSO zero. Melanocortin receptor 4 (Homo sapiens), P32245;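 active means activation above a per-plate cutoff, the mean activation of sample wells on that plate plus 3 SD, cut at about 8% in these data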
# Target sequence (P32245 whole entry, looked up): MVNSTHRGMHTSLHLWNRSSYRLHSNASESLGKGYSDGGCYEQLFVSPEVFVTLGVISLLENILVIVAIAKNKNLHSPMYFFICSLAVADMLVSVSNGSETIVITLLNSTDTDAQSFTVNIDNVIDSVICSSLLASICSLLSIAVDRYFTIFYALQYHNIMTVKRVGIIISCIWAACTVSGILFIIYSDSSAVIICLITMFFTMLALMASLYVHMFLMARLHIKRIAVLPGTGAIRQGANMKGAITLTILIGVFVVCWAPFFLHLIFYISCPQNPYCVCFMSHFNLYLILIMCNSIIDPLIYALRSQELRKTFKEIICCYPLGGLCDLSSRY
# aDG glyco up = activators of alpha-DG glycosylation, primary screen, uHTS, Pro5-aDG cells, AlphaScreen; alpha-DG glycosylation AlphaScreen (IIH6); 0% Pro5, 100% B10-LARGE cell signal; hit rate 0.22% among 360,000; activation, % at 10 µM;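 active means activation of at least 8% versus controls, or a plate z-score of at least 8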;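 further: Pro5 are CHO cells carrying HIG-tagged alpha-DG that lacks glycosylation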
# ABHD5 PLIN5 PPI = ABHD5-PLIN5 interaction inhibitors, primary screen, cell lysate, split luciferase complementation, luminescence. Split G. princeps luciferase complementation, 4 h. inhibition, % at 4 µM. hit rate 0.78% among 360,000;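 active means inhibition above the mean inhibition across every tested compound plus 3 SD, cut at about 22% in these data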;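 further: 0% = DMSO only wells and the 100% control is not disclosed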
# ABCB6 inh MLPCN = ABCB6 transporter inhibitors, primary screen, K562-ABCB6 cells, flow cytometry, MLPCN library | ATP-binding cassette sub-family B member 6 (Homo sapiens), Q9NP58 | K562-ABCB6 porphyrin accumulation, 1 h; hits give low values | fluorescence ratio to DMSO, % at 10 µM | hit rate 0.19% among 360,000 | AID 602162, 2011;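 active means fluorescence ratio to DMSO below 75%, the collection mean minus 3 SD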;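 further: signal is porphyrin accumulated inside mitochondria; 100% equals median channel fluorescence of DMSO control wells; lower ratio means ABCB6 inhibition with less porphyrin fluorescence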
# hiPSC survival = enhancers of single-cell hiPSC survival, primary screen, ATPlite luminescence; 100% = ROCK inhibitor wells, 0% = DMSO; survival enhancement, % at 20 µM; hit rate 0.044% among 360,000; in the data active means survival enhancement above about 18%;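 further: cells exposed to compounds for 16 hours before the ATP read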
# Granule exo inh = LAMP-1 surface exposure blockers, TALL-104 cells – cell-based, flow cytometry, MLPCN library, primary screen | TALL-104 LAMP-1 surface exposure; cells stimulated with thapsigargin and PMA | inhibition, % at 10 µM | hit rate 0.66% among 360,000;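 active means inhibition above about 55%, limit read from the data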
# MC4R antagonist = MC4R antagonists of cAMP signaling, primary screen, cell-based, TR-FRET, antagonist arm of biased-ligand search | AID 540295, 2011 | MC4R-expressing cells, MTII-stimulated cAMP, LANCE TR-FRET | inhibition, % at 6.5 µM | Melanocortin receptor 4 (Homo sapiens), P32245 | hit rate 0.48% among 360,000;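 active means inhibition above its plate's cutoff, the mean of tested wells on that plate plus 3 SD, cut at about 29% in these data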;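 further: 0% = Melanotan II alone and 100% = Melanotan II plus saturating MCL0020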
#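 Assay system: U2OS cells stably expressing human melanocortin 4 receptor (MC4R) / Dosing: 6.5 µM / Timing: compound 30 min, challenge 1 h, detection 1 h / Measured by: Eu-cAMP/anti-cAMP TR-FRET, emission 671 nm / Replicates: singlicate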
# N-glyco inh = increase of ERlucT glycosylation luciferase signal, primary screen, N-linked glycosylation inhibitor project, D54 ERlucT cells, luminescence, set 2; hit rate 0.23% among 360,000; D54 ERlucT glycosylation luciferase reporter, 24 h; percent of 100 nM tunicamycin response; reporter increase, % at 12.5 µM;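 active means mean luciferase reporter signal, scaled so untreated is 0 and the glycosylation-blocking control 100, at or above a set limit in every replicate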;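 further: luciferase carries N-glycosylation sites so blocking glycosylation raises the light; 0% = median of neutral control wells and 100% = median of 100 nM tunicamycin wells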
# m5-HT2A agonist = mouse Htr2a agonists via beta-arrestin recruitment, primary screen, cell-based, luminescence; 5-hydroxytryptamine receptor 2A (Mus musculus), P35363; CHO-K1 mHTR2A beta-arrestin complementation; percent of 30 µM serotonin response; activation, % at 7.6 µM; hit rate 0.66% among 360,000;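 active means activation above a run cutoff, the mean activation of all tested compounds plus 3 SD, cut at about 14% in these data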;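 further: 0% = plate median of compound wells and 100% = 30 µM serotonin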
# Target sequence (P35363 whole entry, looked up): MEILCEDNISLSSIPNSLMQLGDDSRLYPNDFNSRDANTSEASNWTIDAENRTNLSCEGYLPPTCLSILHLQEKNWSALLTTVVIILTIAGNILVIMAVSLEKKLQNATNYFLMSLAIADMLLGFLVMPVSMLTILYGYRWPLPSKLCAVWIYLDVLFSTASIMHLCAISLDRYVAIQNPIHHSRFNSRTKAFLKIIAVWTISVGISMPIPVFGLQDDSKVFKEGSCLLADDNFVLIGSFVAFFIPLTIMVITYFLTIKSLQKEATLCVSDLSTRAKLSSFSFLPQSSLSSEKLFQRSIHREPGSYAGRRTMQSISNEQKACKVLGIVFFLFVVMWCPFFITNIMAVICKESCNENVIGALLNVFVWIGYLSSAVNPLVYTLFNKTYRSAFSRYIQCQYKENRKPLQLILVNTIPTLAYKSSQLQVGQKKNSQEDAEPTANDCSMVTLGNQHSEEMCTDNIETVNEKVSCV
# * marks the source's active call; other numbers are inactive results; . = no result given.
structure,Cardio protect,MC4R barr agon,aDG glyco up,ABHD5 PLIN5 PPI,ABCB6 inh MLPCN,hiPSC survival,Granule exo inh,MC4R antagonist,N-glyco inh,m5-HT2A agonist
COc1ccccc1N1CCN(C(=O)C2CCCN(S(=O)(=O)c3ccc4c(c3)CCCN4C(C)=O)C2)CC1 (stereo not drawn),-14,-1.3,2.5,4,100,-0.2,2,6,-2,-5
CCOc1ccc(CNc2ccc(S(N)(=O)=O)cc2)cc1,-11,1.3,-0.1,14,103,-0.5,-2,-4,-1,4
CC(=O)Nc1ccc(S(=O)(=O)NCCC(=O)Nc2ccc(C)c(F)c2)cc1,-1,1.1,0.5,8,104,-0.4,0,2,0,-6
NC(=S)N/N=C/c1ccccc1[N+](=O)[O-],1,-0.9,0.0,0,94,-3.5,0,0,3,2
CCc1ccc(NC(=O)C2CCCN2S(=O)(=O)c2ccc3c(c2)C(C)(C)C(=O)N3C)cc1 (stereo not drawn),-12,-0.3,0.0,-9,99,3.0,-2,21,1,1
C=C1N(c2ccccc2)C(=O)OC1(C)C,11,-1.7,0.0,0,96,4.8,-2,2,4,-3
COc1ccc(-c2nc3ccccc3c(=O)n2NC(=S)N(C)C)cc1,8,-2.0,0.1,2,94,1.8,4,-4,2,-2
O=C(NCC[C@H]1CC[C@@H](NC(=O)C2CCOCC2)[C@@H](CO)O1)Nc1ccc(Cl)cc1,.,.,0.0,-17,.,.,0,.,.,4
O=C1CC(c2ccc(Cl)cc2)CC(=O)C1CS(=O)(=O)c1ccccc1 (stereo not drawn),-3,-0.4,-0.6,25*,92,0.2,-5,2,1,0
O=C1[C@@H]2Cc3c([nH]c4ccccc34)C(c3cccc([N+](=O)[O-])c3)N2C(=O)CN1CCCO (stereo partly drawn),5,-3.0,-0.1,-1,99,-0.6,0,4,0,-6
COc1cccc(C(=O)NNC2=CC(=O)CC(C)(C)C2)c1,6,-2.2,0.2,1,105,-0.6,0,-4,-1,-2
COC(=O)N1CCN(CCc2ccccc2)CC1,2,-1.2,0.0,-3,96,0.1,14,4,0,0
O=C(Cc1ccccc1)NNC(=O)c1cnccn1,15,-0.6,-0.3,1,94,1.3,-5,5,1,1
CC1CCC(=O)N(CCSc2ccccc2)CC1 (stereo not drawn),-2,-1.0,-0.5,9,94,-3.0,7,-1,-10,0
CC(=C/C(=O)O)/C=C/c1ccc([N+](=O)[O-])cc1,5,1.0,0.0,-4,102,4.2,2,-8,0,2
CNC(=O)C[C@H]1C(=O)N(Cc2ccccc2)C[C@@H]1Cc1ccccc1,0,-1.4,-0.1,4,101,1.3,0,7,2,0
CCCCn1c(CN2C(=O)c3ccccc3C2=O)nc2ccccc2c1=O,4,-0.2,0.1,3,93,-1.3,-1,14,2,2
Cc1ccc(-c2nnc3ccc(SCC(=O)N4CCc5ccccc54)nn23)cc1,-14,-1.0,0.1,8,99,-0.2,-3,-4,1,5
N/C(=N\OC(=O)CCC1CCCC1)c1cccc([N+](=O)[O-])c1,-10,-0.2,-0.3,5,101,-1.2,-2,5,2,2
OCC(O)CN1CCCC1 (stereo not drawn),-2,0.9,2.0,7,98,-0.3,-3,5,1,-2
Cc1cc(C)nc(Nc2ncc(O)n2-c2ccccc2)n1,0,-1.7,-0.2,1,96,1.1,4,-4,-6,-1
Cc1c(Br)cc(C(=O)NC2CCCCC2)c(C)c1C,-5,1.3,0.4,-3,81,1.8,0,-3,2,10
CCOc1ccc(NC(=O)[C@@H]2CCCN2C(=O)c2cccs2)cc1S(=O)(=O)N1CCCCC1,3,-1.4,0.0,-4,98,0.7,-10,-1,-2,0
Cc1cccc(NC(=O)N2CCC(c3nc4ccccc4o3)CC2)c1,-2,-3.0,0.3,0,96,3.6,1,5,-1,-3
Cc1ccc(C)c(NCc2ccccc2CO)c1,-1,-0.3,-0.2,-2,92,-0.6,7,1,1,-1
O=C(c1cc(N2C(=O)C3C4CCC(C4)C3C2=O)ccc1Cl)N1CCN(c2ccc(F)cc2)CC1 (stereo not drawn),-2,-2.3,0.6,-5,100,-0.9,-4,0,-2,-2
CCCCSc1nc2c(cnn2-c2ccc(C)c(C)c2)c(=O)[nH]1,-15,-1.1,0.2,7,102,1.4,-4,-9,0,1
CCCCn1nnnc1C(c1ccccc1)N1CCN(Cc2c(F)cccc2Cl)CC1 (stereo not drawn),.,.,0.0,1,97,-0.2,10,.,.,-3
O=C(NCCCN1CCN(c2ccccc2F)CC1)C1CCCN(S(=O)(=O)c2cnc[nH]2)C1 (stereo not drawn),2,1.1,0.3,3,96,-0.7,13,9,0,1
Cc1cc(C(=O)COC(=O)c2ccc(NC(=O)CC#N)cc2)c(C)n1-c1ccc(OC(F)F)cc1,-11,0.3,-0.1,13,90,2.5,1,-2,-1,-1
CCOCCCNC(=O)C(NC(=O)c1ccc(=O)[nH]c1)c1ccccc1 (stereo not drawn),3,0.2,0.1,10,112,9.5,2,0,4,12
Nc1nc(SCC(=O)Nc2cc(Cl)ccc2Cl)n[nH]1,-3,2.3,0.2,2,97,-1.9,-4,6,1,10
C=CCn1c(N2CCOCC2)nc2c1c(=O)[nH]c(=O)n2C,13,-1.3,-0.4,1,100,-0.5,6,3,1,-2
Cc1c(-n2c(O)c(C3=c4ccccc4=NC3=O)sc2=O)c(=O)n(-c2ccccc2)n1C,1,-2.6,-0.2,-4,100,2.8,-3,-4,1,6
O=C(COC(=O)C1=COCCO1)NCc1ccc(Cl)cc1Cl,4,0.3,0.1,-5,103,-3.4,2,8,0,6
Cc1ccccc1N(C(=O)Cc1c[nH]c2ccccc12)C(C(=O)NC1CCCCC1)c1ccco1 (stereo not drawn),12,21*,-0.1,-5,97,0.4,-2,-5,0,-4
CCC(=O)Nc1cccc(C(=O)/C=C/c2ccccc2)c1,-28,-0.9,-0.3,68*,86,-2.3,3,8,-14,1
Cn1cc(Cl)c(-c2nc3ccccc3[nH]2)n1,-10,2.1,-0.1,8,100,6.4,-1,2,-3,0
COc1ccccc1-c1ccc2c(c1)C(C)(Cc1ccc(Cl)c(Cl)c1)C(=O)N2 (stereo not drawn),-8,-0.7,0.2,-12,90,1.4,6,3,-5,23*
C=CCCC(=O)N1C[C@@H](CO)[C@@H](NC)C[C@H]1c1ccccc1Br,4,.,-0.1,4,98,2.1,-2,.,0,-3
CC12CN(C(=O)c3ccco3)CC(c3ccccc3)(CN(C(=O)c3ccco3)C1)C2=O,0,1.2,-0.2,1,96,-1.8,1,1,-2,-3
CCN(CC)S(=O)(=O)c1cccc(C(=O)NCc2ccccc2)c1,-3,-3.1,-0.2,-2,95,-0.8,-1,-4,0,0
FC(F)Oc1ccc(C2N=C(c3ccccc3)NO2)cc1 (stereo not drawn),-5,-0.3,-0.2,0,98,-0.5,-4,8,-2,-1
CCOC(=O)N1CCN(C(=O)CNC(=O)c2ccc(Br)o2)CC1,2,-0.3,0.0,-7,103,1.2,3,25,0,1
COc1ccc(-c2cc(C(=O)N/N=C(\C)c3cccnc3)c3ccccc3n2)cc1,-6,-4.8,0.2,-5,98,-0.4,6,4,-4,-8
CC1=C(C(=O)N(C(C)C)C(C)C)CC(CC(=O)NCCCCc2ccccc2)C(=O)N1Cc1ccc(C(C)(C)C)cc1 (stereo not drawn),1,.,0.4,11,88,2.3,-5,.,-2,-4
O=C(COC(=O)CCC(=O)c1cccs1)Nc1ccccc1[N+](=O)[O-],0,3.5,0.0,-5,99,-0.2,-5,3,1,1
COCCNC(=O)CN1N=C(c2ccc(C)cc2)CCC1=O,5,-1.0,-0.1,-6,100,1.6,-5,4,0,-7
CSc1ccc(C(=O)C2CCCN(C(=O)c3csc(C(C)=O)c3)C2)cc1 (stereo not drawn),-8,0.7,0.0,-3,101,0.0,0,-1,-3,1
CCc1ccc(N/C(N)=N/c2nc(CSc3ccccn3)cc(=O)[nH]2)cc1,-17,-1.9,5.2,1,94,-0.1,-4,1,-1,-8
Cc1ccccc1C(=O)Nc1ccc(C(=O)NNC(=O)CCCOc2ccc(Cl)cc2Cl)cc1,-5,1.2,-0.2,0,91,-2.2,1,6,0,-1
CC(C)C[C@H](NC(=O)N1c2ccccc2NC(=O)[C@@H]1C(C)C)C(=O)N[C@@H](Cc1ccccc1)C(=O)O,0,-0.6,0.1,-1,99,-0.9,0,7,-1,0
CCN1CCN(c2ccc(S(=O)(=O)N3CCOCC3)cc2NC(=O)c2ccc(Cl)cc2Cl)CC1,6,-0.5,0.1,1,102,-0.4,0,8,-4,-12
c1ccc(CSc2ccc3nnc(-c4ccccn4)n3n2)cc1,16,-3.5,0.1,-3,96,-0.3,-3,23,2,-8
Cn1c(N)c(C(=O)COC(=O)/C=C/c2ccc(Cl)cc2Cl)c(=O)n(C)c1=O,-14,-1.2,1.9,6,94,3.5,13,8,-1,3
Cn1c(SCC(=O)OC2CCCCC2)nnc1-c1ccc2c(c1)OCO2,-5,-0.3,-0.1,-1,103,-1.6,-5,1,-1,-9
C=CCN(CC=C)Cc1cc(=O)n2c(-c3ccccc3)csc2n1,-4,-2.5,0.0,-1,97,-0.6,-13,3,-2,-3
COc1ccc(CN2CCC(CO)(Cc3ccccc3)CC2)cc1Cn1cccn1,0,-2.1,0.3,-6,90,1.5,-3,-6,-3,-13
CCC1=C(CC2NCCc3ccccc32)CC2c3cc(OC)c(OC)cc3CCN2C1 (stereo not drawn),0,-1.0,-0.3,15,164,-1.4,1,-2,-19,-7
CC(=O)Oc1ccccc1C(=O)N1CCN(S(=O)(=O)c2ccc3ccccc3c2)CC1,-5,-1.8,0.2,0,94,1.5,-4,-5,-1,1
COc1ccc(CCNC(=O)CC2SC(=NCCc3ccccc3)NC2=O)cc1 (stereo not drawn),4,-0.3,-0.2,0,99,3.7,-1,18,0,0
N#Cc1cn(-c2ccccc2)nc1-c1ccccc1,-15,12*,0.1,1,108,2.5,-1,0,-1,0
